RXFP1 agonist = activates the human relaxin receptor RXFP1; AID 2676; Potency, µM (top dose mostly 57.5 µM), for inactives: at the top dose activation, usual class: activators; Q9HBX9; 370,000 compounds, 0.3% hits; HEK293T-RXFP1 cAMP TR-FRET, 30 min; response scale: percent of porcine relaxin response, buffer zero; further: potency means the concentration at half of the fitted maximal effect; on the % scale 0 is the no-effect control and ±100 the full control effect; nearly all actives have a fitted effect of over 60% in size; many of its hits are not listed in these tables
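HEK293T cells stably expressing RXFP1 were pretreated with the PDE4 inhibitor Ro 20174, exposed to compounds for 30 min at 37C, lysed, and cAMP was read by TR-FRET. Data normalized to buffer (basal) and 29 nM porcine relaxin (100%).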
Glioma ERSR ind = ER stress response induction in glioma. U87-MG GRP78 promoter luciferase reporter, 16 h. Potency, µM, without a hit: at the highest dose activation, hits mostly activators. 420,000 compounds, 0.02% hits. AID 602332; further: potency means the concentration at half of the fitted maximal effect; series mostly up to about 76 µM; % of control where 0% means no effect; nearly all actives have a fitted effect of over 35% in size
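Stably transfected U87-MG glioma cells carrying a GRP78-based luciferase sensor; 16 h compound incubation. Luminescence end-point read 10 min after Bright-Glo addition at room temperature.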
LDHA inh = LDHA (human) enzyme inhibition; P00338; purified LDHA, NADH/diaphorase-resazurin fluorescence; hits give low values; activity change, % (values are at about 110 or 230 µM); 480,000 compounds, 0.15% hits; AID 1347041; in the data active means activity change below about -30%; inconclusive means mostly about -25% to -30%;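 further: plate controls were DMSO wells for no effect and wells without enzyme for full effect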
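LDH5 2 nM; NADH 0.06 mM, pyruvate 0.2 mM; 200 mM Tris pH 7.4, EDTA, Tween-20; 5 min RT. Detection: diaphorase 0.133 mg/mL + resazurin 37 µM, fluorescence ex540/em590 at 0 and 20 min; normalized to enzyme-free and DMSO wells.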
Vif-APOBEC3G blk = Vif-A3G binding inhibition. Q9HC16. HeLa A3G-eYFP + Vif (tagged APOBEC3G with the HIV-1 protein that degrades it), YFP fluorescence, overnight. Potency, µM (highest dose often 46.1 µM), for inactives: at the top dose activity, negative = active, actives largely listed as inhibitors. 410,000 compounds, 0.076% hits;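 further: potency means the concentration at half of the fitted maximal effect; on the % scale 0 is the no-effect control and ±100 the full control effect; nearly all actives have a fitted effect of over 60% in size; hits raise eYFP signal because A3G escapes Vif-driven loss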
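Read-out is eYFP fluorescence (Ex 488/Em 500-530) from Vif-expressing HeLa A3G-eYFP cells; more signal means A3G escaped Vif-mediated degradation. Cells plated overnight, compound pinned in, incubated overnight at 37 deg C.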
PI4K2A inh = blocks human PI4K2A kinase activity | Q9BTU6 | purified PI4K2A, ADP-Glo luminescence, 1 h; hits give low values | activity change, negative = inhibition, % at 76.9 µM | 420,000 compounds, 0.13% hits; in the data active means activity change below about -50%; inconclusive means mostly about -30% to -49%;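 further: -100% = wells without enzyme as full effect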
Target sequence (Q9BTU6 whole entry, looked up): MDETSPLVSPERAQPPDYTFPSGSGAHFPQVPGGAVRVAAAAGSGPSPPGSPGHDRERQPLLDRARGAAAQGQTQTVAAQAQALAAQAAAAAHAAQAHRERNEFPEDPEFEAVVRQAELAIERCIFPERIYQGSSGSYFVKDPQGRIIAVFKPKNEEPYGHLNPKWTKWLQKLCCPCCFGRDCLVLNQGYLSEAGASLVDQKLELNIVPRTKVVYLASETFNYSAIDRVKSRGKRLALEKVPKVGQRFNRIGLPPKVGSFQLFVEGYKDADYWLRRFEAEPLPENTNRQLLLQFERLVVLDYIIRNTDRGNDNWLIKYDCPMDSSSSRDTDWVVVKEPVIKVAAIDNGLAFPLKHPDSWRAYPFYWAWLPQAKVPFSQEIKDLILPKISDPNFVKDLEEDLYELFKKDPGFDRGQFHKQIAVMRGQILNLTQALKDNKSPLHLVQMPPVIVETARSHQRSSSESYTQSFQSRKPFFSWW
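ADP-Glo luminescence measured ADP generated by PI4K2A enzyme (4 ug/mL before mixing) with 1.2 mM PI substrate (pre-mix) and 300 microM ATP (pre-mix). Tris pH7.5 buffer with MgCl2, Triton X-100; 1 h reaction at ambient temperature.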
TrxR1 substrate = rat thioredoxin reductase 1 substrate activity. purified TrxR1 substrate turnover, NADPH consumption readout. 390,000 compounds, 0.01% hits. Potency, µM (doses to about 114 µM), inactives show at the top dose activity change, negative = substrate turnover. AID 588456; further: potency means the concentration at half of the fitted maximal effect; on the % scale 0 is the no-effect control and ±100 the full control effect; nearly all actives have a fitted effect of over 50% in size
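Rat TrxR1, dispensed at 90 nM, was prereduced with 400 uM NADPH (final) for 5 min at ~22 deg C, then incubated with compound 15 min before 400 uM selenite. A first-read NADPH fluorescence drop versus no-compound background flagged substrates.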
Vif-APOBEC3F blk = inhibitors of Vif-A3F interaction. HeLa A3F-eYFP + Vif (tagged APOBEC3F with the HIV-1 protein that degrades it), YFP fluorescence increase. Potency, µM (doses to about 46.1 µM), inactives show at the highest dose activity, negative = active. 390,000 compounds, 0.2% hits. AID 602313; further: potency means the concentration at half of the fitted maximal effect; % of control where 0% means no effect; nearly all actives have a fitted effect of over 65% in size
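HeLa cells stably expressing A3F-eYFP plus Vif, plated and incubated overnight at 37 deg C, then exposed to compounds overnight at 37 deg C. Blocked degradation read as raised yellow fluorescence (Ex 488/Em 500-530).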
USP1 inh = inhibitors of human USP1/UAF1 deubiquitinase; O94782; recombinant USP1/UAF1, Ub-Rhodamine cleavage fluorescence; Potency, µM (top dose mostly 57.1 µM), for the others: at the highest dose activity change, negative = inhibition, most hits filed as inhibitors; 390,000 compounds, 0.23% hits; further: potency means the concentration at half of the fitted maximal effect; on the % scale 0 is the no-effect control and ±100 the full control effect; nearly all actives have a fitted effect of over 60% in size; inactives centre near -12
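High-throughput fluorogenic screen: 1nM USP1/UAF1 complex, Ub-Rho substrate 150nM final, 50mM HEPES pH 7.8 with 0.5mM EDTA, 0.1 mg/ml BSA, 1mM TCEP and 0.01% Tween-20.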
mIDH1 inhibitor = inhibitors of human mutant IDH1 R132H; IDH1-R132H enzyme, NADPH consumption, diaphorase/resazurin fluorescence; AID 602179; 390,000 compounds, 0.093% hits; O75874; Potency, µM (top dose mostly 76.6 µM), without a hit: at the top dose activity change, negative = inhibition, actives largely listed as inhibitors; further: potency means the concentration at half of the fitted maximal effect; on the % scale 0 is the no-effect control and ±100 the full control effect; nearly all actives have a fitted effect of over 65% in size
Target sequence (O75874 whole entry R132H, stated change not applied): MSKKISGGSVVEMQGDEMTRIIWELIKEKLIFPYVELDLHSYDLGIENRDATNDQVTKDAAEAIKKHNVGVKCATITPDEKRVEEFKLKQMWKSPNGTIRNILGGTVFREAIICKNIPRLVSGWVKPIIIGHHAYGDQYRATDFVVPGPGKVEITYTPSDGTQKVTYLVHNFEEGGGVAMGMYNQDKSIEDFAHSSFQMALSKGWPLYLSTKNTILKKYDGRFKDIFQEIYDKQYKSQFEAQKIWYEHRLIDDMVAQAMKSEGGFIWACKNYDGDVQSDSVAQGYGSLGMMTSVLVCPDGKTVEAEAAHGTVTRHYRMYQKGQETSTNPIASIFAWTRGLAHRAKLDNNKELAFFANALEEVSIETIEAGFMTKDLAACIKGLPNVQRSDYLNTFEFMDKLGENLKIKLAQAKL
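IDH1-R132H (0.5 ug/mL) preincubated 30 min with compound, then NADPH (0.016 mM) and alpha-KG (2 mM) added; 80 min at RT, pH 7.5. Remaining NADPH coupled via diaphorase/resazurin to fluorescence (540/590 nm); concentration-response curves normalized to no-enzyme control.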
The depositor's hits bear a star; ? = inconclusive; . = no result given; & = joins results of further samples; [ ] = another dose, or the depositor's remark. Unless noted, the call rests on the fitted dose curve; in most records, active means well fitted curve in the direction sought with a large enough effect; inconclusive means small, poorly fitted or top-dose-only effect, or another doubt; inactive means no such curve, though single readings can be large; an effect the other way counts as inactive or inconclusive.

SMILES	RXFP1 agonist	Glioma ERSR ind	LDHA inh	Vif-APOBEC3G blk	PI4K2A inh	TrxR1 substrate	Vif-APOBEC3F blk	USP1 inh	mIDH1 inhibitor
O=C(Nc1nc(-c2ccccc2)cs1)c1ccc(=O)[nH]c1	1.5%	5%	-7	?	-2	9%[57.1 µM]	2%	-21%	2%
O=C(CSCC(=O)NC1CC1)Nc1ccccc1	-0.6%	3%	-2	1%	1	9%	1%	-18%	0%
COCCn1c(SCC(=O)c2c(N)n(C3CC3)c(=O)[nH]c2=O)nc2ccccc21	3.5%	-4%	-10	3%	9	6%	-3%	-24%	8%
Cc1ccc(C(C)C)c(OC(=O)/C=C/c2ccccc2)c1	0.7%	-5%	9	2%	8	1%[57.1 µM]	-4%	-11%	6%
CN1CCN(C(=O)CSc2nnc(COc3ccccc3)o2)CC1	-2.6%	-4%	1	0%	0	-7%	6%	-6%	7%
COc1ccccc1N1CCN(S(=O)(=O)CCNC(=O)c2ccccc2Br)CC1	1.0%	-3%	0	0%	3	3%	2%	-16%	9%
COc1ccccc1/C=N/NC(=O)c1nnn(-c2nonc2N)c1-c1ccccc1	.	-4%	-4	1%	0	-2%	-4%	-8%	15%
COc1ccc(-c2[nH]nc3nc(N4CCN(C(=O)c5ccoc5)CC4)cc(C(F)(F)F)c23)cc1	.	-2%	-4	-18%	-5	.	0%	?	1%
CN(C)S(=O)(=O)c1cccc(C(=O)NC2CCSc3ccccc32)c1 (stereo not drawn)	-0.4%	3%	0	-1%	-1	2%	1%	-6%	2%
O=C(COC(=O)C1(c2ccccc2F)CCCC1)NCc1cccs1	2.1%	0%	-7	0%	-4	-4%[57.1 µM]	-3%	-18%	0%
CC(Sc1nc(N)cc(N)n1)C(=O)NCCC1=CCCCC1 (stereo not drawn)	-1.6%	-4%	-6	-4%	-1	6%	8%	-18%	0%
Cc1cc(C)c(S(=O)(=O)c2ccc(F)cc2C)c(Cl)n1	0.0%	-5%	-8	-5%	-4	0%[2.29 µM]	0%	-22%	8%
CSc1ccccc1C(=O)NCc1cccnc1	0.6%	-3%	-1	2%	-8	4%	0%	-4%	24%
COc1ccccc1NC(=O)C(=N\O)/C(C)=N/O	0.7%	-4%	-4	-2%	2	-8%	-19%	-12%	-6%
Cc1noc(C)c1CSCC(=O)N1CCN(c2ccc([N+](=O)[O-])cc2)CC1	0.7%	-7%	-2	-5%	-3	-10%	.	-15%	8%
Cc1ccc(NC(=O)COC(=O)C(CC(C)C)N2C(=O)C3CC=CCC3C2=O)c(C)c1 (stereo not drawn)	-0.1%	-5%	-3	0%	-2	14%[0.457 µM]	-19%	-7%	2%
O=C(COc1ccc(Cl)cc1Cl)N1CCCCCC1	-0.1%	2%	0	1%	4	9%	0%	-5%	9%
O=Nc1c(O)n(Cc2ccc(Cl)cc2Cl)c2ccccc12	0.2%	-5%	7	-15%	0	10%[57.1 µM]	-5%	-18%	-6%
COc1cc(CN(C)c2ccc(S(=O)(=O)N3CCCC3)cn2)ccc1OC(F)F	1.7%	-4%	-1	-7%	3	7%	-20%	-19%	7%
CSCCC(NC(=O)/C(=C/c1ccco1)NC(=O)c1ccco1)C(=O)O (stereo not drawn)	.	-5%	10	2%	-12	9%[57.1 µM]	-13%	-17%	10%
CN1C(c2ccc(F)cc2)=CS/C1=C(/C#N)c1nnc(N2CCOCC2)n1-c1ccccc1	-1.3%	-6%	0	-6%	6	-8%	0%	-20%	6%
O=C(O)C1C2CCC(C2)C1C(=O)Nc1cccc([N+](=O)[O-])c1 (stereo not drawn)	-3.1%	-3%	-5	-1%	3	4%	10%	-21%	5%
CN(Cc1ccccc1F)Cc1cc(=O)oc2cc(O)c(Cl)cc12	1.9%	4%	-11	3%	-5	205%[activator]	?	-14%	-17%
COc1ccc(C(=O)NCC(=O)N/N=C/c2ccc(C)o2)cc1OC	-1.3%	9%	1	3%	-2	-7%	-3%	-12%	-7%
CC(=O)c1ccc(NS(=O)(=O)c2cc3c(cc2C)N(C(C)=O)CCO3)cc1	3.4%	0%	-6	0%	1	-16%	-4%	-8%	-10%
Later entries.
SMILES	RXFP1 agonist	Glioma ERSR ind	LDHA inh	Vif-APOBEC3G blk	PI4K2A inh	TrxR1 substrate	Vif-APOBEC3F blk	USP1 inh	mIDH1 inhibitor
Cc1cccc(C2CC(c3ccccc3)Nc3ncnn32)c1 (stereo not drawn)	1.9%	-7%	3	-9%	-2	7%	-1%	-20%	-2%
O=C(C1=C[C@@H](c2ccccc2)C[C@@H](OCc2ccc(CO)cc2)O1)N1CCOCC1	0.9%	-1%	3	3%	-2	8%	0%	-22%	9%
O=C(NCc1nc(-c2ccc(Cl)cc2)no1)c1ccc2c(c1)OCO2	2.3%	-5%	-5	-3%	-5	11%[0.0914 µM]	2%	-9%	-4%
Cc1cnc(-c2nnc(N(C)C(=O)C3CCOC3)s2)cn1 (stereo not drawn)	0.7%	3%	-5	-5%	-12	60%[activator]	4%	-13%	3%
COC(=O)COc1ccc(S(=O)(=O)Nc2ccccc2SC)cc1	2.7%	-13%	-5	0%	-3	-6%	-6%	-16%	0%
COc1cc2cc(NC(C)=O)cc(NCc3ccccc3)c2cc1OC	-1.7%	-1%	7	-8%	-1	8%	2%	-27%	-4%
CCc1ccc2c(c1)[C@H]1OCC[C@H]1[C@@H](c1cccs1)N2	0.9%	6%	-4	?	6	2%[57.1 µM]	0%	-7%	3%
O=C(/C(=C/c1ccccc1)c1ccccc1)N1CCCCC1	-0.6%	-2%	-7	2%	1	-8%	-2%	1%	5%
O=C(CCN1C(=O)C2C3C=CC(C3)C2C1=O)NC1CCCCC1 (stereo not drawn)	-0.2%	4%	-7	2%	-6	-1%	-14%	-5%	0%
CCOC(=O)Cc1csc(NC(=O)c2csc3c2CCCC3)n1	0.9%	-5%	-3	-7%	2	5%	8%	-3%	6%
O=C(CC(c1ccccc1)c1ccccc1)NCC1CCCO1 (stereo not drawn)	-2.5%	-2%	0	-6%	2	-2%	-11%	-6%	-3%
CCn1cc(Br)c(C(=O)Nc2sc3c(c2C(N)=O)CCCC3)n1	0.6%	1%	-6	0%	-2	42%[activator]	1%	-15%	0%
Nc1ccn([C@@H]2O[C@H](C(=O)N(CCC3=CCCCC3)CC3CC3)[C@@H](O)[C@H]2O)c(=O)n1	.	4%	-1	-2%	-10	.	.	.	.
COc1ccccc1NC(=O)Cn1c(SCC(=O)N(C)c2ccccc2)nc2ccccc21	1.4%	-2%	-2	-2%	-6	-5%[57.1 µM]	-17%	0%	10%
N#Cc1nc(COc2ccc(Br)cc2)oc1N1CCCCCC1	-0.1%	-4%	-4&4	-8%	8	2%	-7%	-16%	-2%
CCOC(=O)N1CCN(CC(O)COc2ccc(OC)cc2C(C)(C)C)CC1 (stereo not drawn)	0.5%	-3%	0	0%	-4	-1%	1%	-14%	0%
CC(=O)Nc1ccccc1-c1nc2ccccc2n(C(C)C(=O)c2ccc(C)c(C)c2)c1=O (stereo not drawn)	-6.2%	.	0	.	-2	-2%	.	-17%	.
CCn1c(Cc2c(C)[nH]c3ccccc23)nnc1SCC(=O)NCc1ccccc1	0.5%	-5%	-1	0%	-4	3%[57.1 µM]	3%	-5%	-5%
Cc1cc(C=O)c(C)n1-c1ccc(N2CCCCC2)c([N+](=O)[O-])c1	1.0%	-8%	-1	1%	1	-8%	4%	-13%	0%
O=C(Cc1cccs1)N[C@@H]1c2ccccc2CC[C@H]1OCc1ccccc1	.	-1%	-3	2%	-4	-3%	-1%	-2%	-5%
Cc1cc(-c2ccc(C)c(S(=O)(=O)NCCc3ccccc3)c2)on1	-2.9%	0%	2	1%	1	1%[57.1 µM]	0%	-12%	-3%
COC(=O)C1C(=O)C2=C(CC1C)NC(C)=C(C(=O)OC(C)C)C2c1ccc(C)o1 (stereo not drawn)	1.4%	0%	1	0%	0	5%	-1%	-12%	1%
Cc1onc(-c2ccccc2)c1C(=O)N/N=C/c1c(F)cccc1Cl	-1.2%	-4%	-4	-1%	-2	-13%	-7%	-3%	2%
CC1(C)C(=O)C2(CCCCC2)C(=O)OC1c1cccs1 (stereo not drawn)	-1.9%	-2%	-6	-1%	-3	6%	2%	-15%	7%
CN1CCN(c2ncnc3c2ncn3[C@H]2CN(Cc3ccc(-c4ccccc4)cc3)C[C@@H](CO)O2)CC1	.	-4%	-4	-9%	-3	.	.	.	.
COc1ccccc1NC(=O)C(C)N1C(=O)c2ccccc2C1=O (stereo not drawn)	0.4%	-2%	-4	8%	0	-1%	-1%	-4%	-4%
O=C(NC12CC3CC(CC(C3)C1)C2)c1cc(F)c(F)c(F)c1F	-3.1%	-12%	-2	-3%	4	-4%	5%	-14%	-2%
CC(C)c1nc2oc3c(NCC4CCCO4)ncnc3c2c2c1COC(C)(C)C2 (stereo not drawn)	1.6%	-3%	12	1%	-8	49%[activator]	-1%	-7%	0%

Assay outcomes deposited in PubChem BioAssay by National Center for Advancing Translational Sciences (NCATS).

The list is partial; the hit share may differ from the screen's.
